Compound activity as filed in PubChem BioAssay.
N370S GC mod = qHTS Assay for Inhibitors and Activators of N370S glucocerebrosidase as a Potential Chaperone Treatment of Gaucher Disease | Lysosomal acid glucosylceramidase (Homo sapiens), P04062 | N370S GC spleen homogenate, 4MU-glucoside fluorescence | Potency, µM (top dose mostly 59.4 µM), for the others: at the top dose activity change, negative = inhibition, most hits filed as inhibitors | actives 0.092% (n = 330,000) | AID 2101, 2009;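 further: 0% = full enzyme activity and -100% = no enzyme basal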
FEN1 inh = qHTS Assay for the Inhibitors of Human Flap endonuclease 1 (FEN1) | Recombinant FEN1 flap cleavage, fluorescence, 15 min | actives 0.35% (n = 390,000) | AID 588795, 2011 | P39748 | Potency, µM (top dose mostly 114 µM), without a hit: top-dose activity change, negative = inhibition, actives largely listed as inhibitors; further: nearly all actives have a fitted effect of over 65% in size
Target sequence (P39748 whole entry, looked up): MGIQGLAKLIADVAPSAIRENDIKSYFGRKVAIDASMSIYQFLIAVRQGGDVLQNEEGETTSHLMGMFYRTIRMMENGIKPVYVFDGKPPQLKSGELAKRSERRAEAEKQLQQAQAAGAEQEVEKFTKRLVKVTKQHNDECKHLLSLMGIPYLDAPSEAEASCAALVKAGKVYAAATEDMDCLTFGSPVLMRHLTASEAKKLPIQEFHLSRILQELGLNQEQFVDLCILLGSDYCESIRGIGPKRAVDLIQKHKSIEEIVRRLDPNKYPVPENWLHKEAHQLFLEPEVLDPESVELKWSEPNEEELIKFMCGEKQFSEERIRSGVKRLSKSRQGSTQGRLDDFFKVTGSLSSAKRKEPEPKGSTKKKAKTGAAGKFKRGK
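Steps: FEN1 (10 nM) dispensed; compound added by pin tool; 15 min at room temperature; substrate added to 50 nM final; reads at 0 min and 15 min; data normalized and fitted (four-parameter Hill).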
DT40 TDP1 CPT = qHTS for Inhibitors of human tyrosyl-DNA phosphodiesterase 1 (TDP1): qHTS in cells in presence of CPT; AID 686979, 2013; Potency, µM (series often up to 46.2 µM), inactives show top-dose activity change, negative = growth inhibition, actives largely listed as inhibitors; chicken DT40 Tdp1-/-;hTDP1 cells + 20 nM CPT, ATP luminescence, 48 h; actives 12% (n = 420,000); further: nearly all actives have a fitted effect of over 55% in size
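Chicken DT40 Tdp1-/- cells complemented with human TDP1, 400 cells/well, exposed to compounds plus 20 nM camptothecin for at least 48 h at 37 C; viability read as ATP content by CellTiter-Glo luminescence.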
Numbers without * were called inactive; ? = inconclusive; . = not tested or not shown; ! = not confirmed by another sample; [ ] = another dose, or the depositor's remark. The call rests on the fitted dose curve; in most records, active means well fitted curve in the direction sought with a large enough effect; inconclusive means small, poorly fitted or top-dose-only effect, or another doubt; inactive means no such curve, though single readings can be large; an effect the other way counts as inactive or inconclusive. Unless noted, on the % scale 0 is the no-effect control and ±100 the full control effect; potency means the concentration at half of the fitted maximal effect. The list is partial. The share of hits here may be higher or lower than overall.

SMILES	N370S GC mod	FEN1 inh	DT40 TDP1 CPT
COc1ccc(NC(=O)CSC2=Nc3ccccc3C3=NC(CCC(=O)NCCc4ccccc4)C(=O)N23)c(OC)c1 (stereo not drawn)	.	9%	23µM*
COc1ccc(/C(C)=N/NC(=O)CNC(=O)c2cccnc2)cc1	-9%	2%	14%
O=C(NC1CCCCC1)c1ccc(Cn2c(SCc3ccccc3)nc3cccnc32)cc1	.	26%	-23%
Cc1ccc(S(=O)(=O)N2CCN(C(=O)COC(=O)Cc3ccc(F)cc3)CC2)c(C)c1	-8%	-3%	-2%
CCOC(=O)Nc1sc(NS(=O)(=O)c2ccc(C)cc2)nc1C	.	3%	-3%
COC(=O)c1ccc(NC(=O)CSc2nnc(C3CC3)n2C)cc1	-1%	15%	6%
CCCS(=O)(=O)N1CCN(C(=O)c2cc(OC)cc(OC)c2)CC1	3%	-1%	-13%
COc1ccc(Cc2nnc(SCC(=O)NC3CCCCC3)n2C)cc1	-9%	-6%	-3%
O=C(Nc1cc(S(=O)(=O)N2CCOCC2)ccc1N1CCOCC1)c1ccccc1[N+](=O)[O-]	.	18%	2%
CO/N=C(\N)c1nonc1N	1%	12%	2%
Cc1cc(Cl)ccc1OCC(=O)N/N=C/c1ccncc1	-17%	-2%	-21%
COc1cccc(C=Nc2ccccc2C(=O)Nc2ccccc2)c1O	15%	-6%	8%
CC(=O)c1ccc(-n2nnnc2SCC(=O)Nc2sc(C)c(C)c2C#N)cc1	1%	-13%	-20%
CCc1nnc(SCC(=O)N(C)c2ccccc2)c2cc3sccc3n12	.	7%	?
Cc1ccnc(SCC(=O)Nc2oc(-c3ccccc3)c(-c3ccccc3)c2C#N)n1	26%	0%	?
CCc1cccc(N(C)C(N)=Nc2cccc3ccccc23)c1	13µM*	-2%	11µM*!
Cc1ccc(CCNC(=O)c2cccc(NC3=NC4CS(=O)(=O)CC4S3)c2)cc1 (stereo not drawn)	-4%	-17%	14%
O=C(O)c1cccn1Cc1ccccc1F	6%	-1%	-5%
COc1ccccc1OCCNC(=O)CN(c1cccc(C)c1)S(=O)(=O)c1ccccc1	-1%	-6%	?
CC(C)=CCCC1=CCC2C(=O)NNC(=O)C2C1 (stereo not drawn)	-3%	-12%	-12%
COc1ccc2[nH]cc(C(=O)CN3CCCC(C)(C)C3)c2c1	-10%	-7%	?
CC(NC(=O)CN1C(=O)NC(C)(c2cccc3ccccc23)C1=O)c1ccccc1 (stereo not drawn)	-7%	-2%	-4%
CCCCNc1c(C(=O)OCC)c(C)nc2c1cnn2CC	2%	0%	13µM*
CC1(C)C(=O)C2(CCCCC2)C(=O)OC1c1cccs1 (stereo not drawn)	9%	8%	-10%
CC1(C)CC(=O)C2=C(C1)N(c1ccc(F)cc1)C(=O)CC2c1ccsc1 (stereo not drawn)	2%	-1%	-22%
COc1ccc(NC(=O)CN2CCCC2)cc1	-3%	10%	0%
CN(CCOC(=O)C1c2ccccc2Oc2ccccc21)C(C)(C)C	.	-12%	0%
O=C(Nc1ccc2c(c1)OCO2)c1cc(-c2ccc(O)cc2)on1	-5%	30%[activator]	-24%
O=C(c1ccc2c(c1)[nH]c(=S)n1c3ccccc3nc21)N1CCN(c2cccc(Cl)c2)CC1	15%	2%	18µM*
CC1=C(C(=O)NC2CCCc3c2cnn3-c2cc(F)cc(F)c2)OCCO1 (stereo not drawn)	-4%	-2%	-12%
Cc1ccccc1-n1c(O)c(C=NC2CCS(=O)(=O)C2)c2ccccc2c1=O (stereo not drawn)	-12%	17%	-29%
CC1CCCC(C(=O)O)N1C(=O)CCS (stereo not drawn)	3%	0%	-20%

Next part, overlapping the part above by five compounds.
SMILES	N370S GC mod	FEN1 inh	DT40 TDP1 CPT
O=C(Nc1ccc2c(c1)OCO2)c1cc(-c2ccc(O)cc2)on1	-5%	30%[activator]	-24%
O=C(c1ccc2c(c1)[nH]c(=S)n1c3ccccc3nc21)N1CCN(c2cccc(Cl)c2)CC1	15%	2%	18µM*
CC1=C(C(=O)NC2CCCc3c2cnn3-c2cc(F)cc(F)c2)OCCO1 (stereo not drawn)	-4%	-2%	-12%
Cc1ccccc1-n1c(O)c(C=NC2CCS(=O)(=O)C2)c2ccccc2c1=O (stereo not drawn)	-12%	17%	-29%
CC1CCCC(C(=O)O)N1C(=O)CCS (stereo not drawn)	3%	0%	-20%
O=C(Nc1ccc2c(c1)CCC2)c1cccs1	2%	4%	-23%
CC(=O)Nc1ccc(S(=O)(=O)N2CCN(S(=O)(=O)N3CCOCC3)CC2)cc1	-1%	-1%	?
CCOC(=O)c1c(N2C(=O)CC(Sc3ccccc3C(=O)O)C2=O)sc2c1CCCC2 (stereo not drawn)	10%	-13%	15µM*
O=C(O)c1ccc(NC(=O)c2cccc(NC(=O)c3cccs3)c2)cc1	1%	-1%	8%
COc1ccccc1N(CC(=O)NC(C)C)S(=O)(=O)c1cccs1	-13%	-2%	?
CC(Sc1nc(N2CCCCC2)c2c(c1C#N)CCCC2)C(=O)O (stereo not drawn)	28%	-8%	-17%
Cc1sc2ncn(CC(=O)N3CCN(c4ccc(F)cc4)CC3)c(=O)c2c1S(=O)(=O)N1CCOCC1	-16%	0%	-10%
CCCn1cc(S(=O)(=O)c2ccccc2)c(=O)c2cc(F)c(N3CCCC(C)C3)cc21 (stereo not drawn)	.	-9%	?
Cc1ccccc1C(=O)NCc1ccncc1	-9%	10%	12%
COc1ccccc1C(=O)N/C(=C\c1ccc(Br)cc1)C(=O)NCCC(=O)O	5%	7%	-9%
Cc1cc(NC(=O)c2ccc3nc(C)sc3c2)no1	-3%	0%	-12%
COc1ccc(CN(CCN(C)C)Cc2ccccc2)c(OC)c1	1%	16%	?
CC(=O)NS(=O)(=O)c1ccc(NC(=S)NC(=O)C(C)C)cc1	3%	4%	0%
O=C(COc1ccc(S(=O)(=O)Nc2ccccc2)cc1)NCc1cccnc1	9%	10%	-28%
Cc1ccc(CCN2CC(C(=O)NCCN3CCOCC3)CC2=O)cc1 (stereo not drawn)	-19%	0%	-16%
Clc1ccccc1-c1nnc2sc(CCc3ccccc3)nn12	?	-16%	?
CCOC(=O)N1CCN(CC(c2ccccc2)c2ccccc2)CC1	-5%	-7%	-14%
Fc1ccccc1C1c2[nH]c3ccccc3c2CCN1CCCn1cccn1 (stereo not drawn)	-5%	-20%	?
COc1cccc(C(=O)Nc2nnc(Cc3ccc(OC)c(OC)c3)s2)c1	?	2%	-11%
CCc1ccc(NC(=O)c2nn(-c3ccc(OC)cc3)c(=O)c3c2c2ccccc2n3C)cc1	.	-14%	4%
Cc1ccc(S(=O)(=O)N2CCC(C(=O)N/N=C/c3ccncc3)CC2)cc1	-17%	16%	1%
Cc1ccc(NC(=S)Nc2cccc(-c3n[nH]c(=S)o3)c2)cc1	1%	-12%	0%
O=C(Oc1ccc(OC(=O)c2ccco2)c(S(=O)(=O)c2ccc(Cl)cc2)c1)c1ccco1	7%	-13%	-22%
O=C(COC(=O)c1nc(Cl)ccc1Cl)NCc1ccccc1	8%	3%	17%
Cc1ccc(S(=O)(=O)NCC(=O)NCC(=O)N2CCN(c3ncccn3)CC2)cc1C	-5%	10%	-6%
Cc1ccc2c(c1)N(CC(=O)NCc1ccccc1Br)C(=O)c1cccnc1O2	.	-2%	?
COc1ccc(C(=O)OCN2C(=O)c3ccccc3C2=O)cc1	8%	3%	5%
NC(=O)CC(NC(=O)Cc1cccc2ccccc12)c1ccc(NCCCN2CCCC2=O)c([N+](=O)[O-])c1 (stereo not drawn)	-13%	1%	-4%
Cc1onc(-c2ccccc2)c1-c1nc2cc(Cl)ccc2c(=O)o1	7%	-13%	?
CC(C)C(=O)Nc1cccc(NC(=S)NC(=O)c2ccc3c(c2)OCO3)c1	?	-1%	-20%
O=C(CCCc1nc(-c2ccccc2Cl)no1)N1CCOCC1	-2%	-2%	-9%
CC[C@@H](C)[C@@H]1CN([C@@H](CN2CCC[C@H]2CN2C(N)=NC[C@H]2CC(C)C)C(C)C)C(=N)N1CCCC1CCCC1	.	12%	?

Next part
Screens in order – N370S GC mod	FEN1 inh	DT40 TDP1 CPT
Cc1ccc(C(=O)NC(=S)NCCN2CCOCC2)cc1
 : 4%	-8%	-6%
O=C1CCN(C(=S)NCc2ccccc2)CC1
 : 0%	-6%	6%
CCN(CC)CCNC(=O)CNC(=O)c1nn(-c2ccc(OC)cc2)c(=O)c2ccccc12
 : -19%	19%	-3%
Cc1ccc(OCc2nc(-c3ccc(C(=O)NCc4ccc(OC(C)C)cc4)cc3)oc2C)cc1
 : .	12%	?
COC(=O)c1ccc(C(=O)OC)c(NC(=O)CN(C)Cc2ccc(Cl)c(Cl)c2)c1
 : 15%	-15%	?
COc1ccc(C(C(=O)NCCC(C)C)N(CCO)C(=O)c2snc(C(N)=O)c2N)cc1 (stereo not drawn)
 : 16%	-4%	-14%
CCOc1ncccc1C(=O)OC(C)C(=O)NC1CCCCC1 (stereo not drawn)
 : 0%	-1%	10%
CC(=O)N1CCC[C@@]2(CCN(c3ccccc3)C2)C1
 : -2%	.	-6%
OC1(c2cccc(C(F)(F)F)c2)CCNCC1
 : -3%	-2%	-2%
Cc1nc2cc(NC(=O)Nc3cccc(F)c3)ccc2n1C
 : 9%	8%	-18%
CCn1c(SCc2ccc(F)cc2Cl)nc(=O)c2c(C(=O)OC)cc(C3CC3)nc21
 : .	-23%	16µM*
O=C(CN1C(=O)/C(=C/c2ccccc2F)Sc2ccccc21)N1CCN(c2ccccn2)CC1
 : -14%	9%	?
CSc1nnc(CCCCCNC(=O)OC(C)(C)C)o1
 : 2%	0%	-1%
Cc1cc(NC(=O)COc2ccccc2C)ccc1NC(=O)c1ccco1
 : -6%	-15%	23µM*
O=C(NCCCc1nc2ccccc2n1Cc1c(F)cccc1Cl)C1CCCCC1
 : .	16%	-15%
COC(=O)c1c(C)[nH]c(C=Nc2ccc(OC)cc2)c1C
 : 4%	-12%	4%
COc1ccc(NC(=O)c2cc3ccccc3[nH]2)cc1
 : 2%	22%	3%
Cn1c(=O)c2c(O)c(Cc3ccccc3)c(=O)[nH]c2n(C)c1=O
 : 21%	6%	12%
COCCNC(=O)Cn1nc(-c2ccccc2F)ccc1=O
 : 1%	10%	-16%
COc1ccc(C2=NO[C@@H]3C(=O)N(c4c(C)cccc4C)C(=O)[C@H]23)cc1OC
 : 1%	8%	-15%
CC1=CCC2C(=O)N(c3ccc(C(=O)Nc4ccccc4Cl)cc3)C(=O)C2C1 (stereo not drawn)
 : -20%	-8%	-12%
C=CCn1cc(C(=O)NCCOC)c(=O)c2cc(S(=O)(=O)N3CCCCCC3)ccc21
 : ?	-4%	?
CC(C)(C)c1ccc(C(=O)Nc2sc3c(c2C#N)CCC(C(C)(C)C)C3)cc1 (stereo not drawn)
 : .	13%	-9%
C#CCOC(=O)C1C2C=CC(C2)C1C(=O)O (stereo not drawn)
 : -4%	-8%	5%
COc1ccc([C@H]2[C@@H](C#N)[C@H](C#N)N3CCCN23)cc1
 : 3%	6%	-12%
Cn1ccnc1SCC(=O)c1ccc(F)cc1
 : .	-2%	1%
COc1nccc(-c2ccc(F)cc2)c1C#N
 : -4%	7%	-9%
Cc1nc2cc(Cl)c([N+](=O)[O-])cc2s1
 : 5%	-2%	12%
Cc1ccc(S(=O)(=O)CCC(=O)OCC(=O)c2ccc(F)cc2)cc1
 : -8%	5%	-13%
CCOC(=O)c1c(C)[nH]c(C)c1S(=O)(=O)N(C)Cc1ccco1
 : 22%	-7%	-7%
COc1ccc(S(=O)(=O)Cc2ccc(C(=O)NC(C)C)o2)cc1
 : 4%	-15%	?
Cc1ccc(NC(=O)c2c(NC(=O)Cc3ccccc3)sc3c2CCCC3)cc1
 : .	-21%	?
COc1ccc(C(=O)NC2(C(F)(F)F)C(=O)NC(C)=C2C#N)cc1OC (stereo not drawn)
 : .	-5%	2%
Cc1nn(-c2ccccc2)nc1CNC(=O)CC(C)(C)C
 : 6%	-8%	-12%
O=C(Nc1ccc(Cl)cc1)c1cncs1
 : ?	-1%	22%
CC(=O)Nc1cccc(C(=O)OCC(=O)Nc2c(C)nn(-c3ccccc3)c2C)c1
 : -27%	3%	4%
N/C(Cn1cncn1)=N\OC(=O)c1ccc(Cl)cc1Cl
 : -19%	10%	?
COc1ccc(OC)c(-c2[nH]nc3c2C(c2ccco2)C(C#N)=C(N)O3)c1 (stereo not drawn)
 : -2%	10%	?
